GPR55 activation: selective activators of receptor GPR55 – imaging, U2OS cells, beta-arrestin-GFP redistribution, primary screen (AID 1961). U2OS GPR55 beta-arrestin-GFP redistribution imaging; higher % means a stronger effect. activation, % at 10 µM, or EC50 in µM where a hit was titrated. hit rate 0.048% among 290,000;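 active means activation above 40% with more than 50 cells counted in the well; inconclusive means wells holding fewer than 50 cells, flagged as toxic or sparse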;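 further: U2OS osteosarcoma cells stably expressing GPR55 and beta-arrestin-GFP; plate controls were DMSO negative control for no effect and LPI positive control for full effect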
GPR35 antagonists: inhibition of zaprinast-stimulated GPR35 beta-arrestin translocation – imaging, U2OS, beta-arrestin-GFP, zaprinast agonist, primary screen (AID 2058) | one-dose inhibition, % at 10 µM; IC50 in µM for titrated hits | hit rate 0.052% among 290,000 | U2OS GPR35 beta-arrestin-GFP translocation imaging, zaprinast antagonism; higher % means a stronger effect;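 active means inhibition of at least 50% with at least 30 cells and total cytoplasm GFP at most 10,000,000; inconclusive means under 30 cells or total GFP of 10,000,000 plus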
KOR beta-arrestin-1: kappa opioid receptor activators – cell-based, luminescence, uHTS, primary screen (AID 1777). activation, % at 10 µM, or EC50 in µM where a hit was titrated. KOR beta-arrestin recruitment, luminescence; higher % means a stronger effect. hit rate 0.02% among 280,000; in the data active means activation above about 50%, passing the limit was not always enough; further: a part of the inactive calls stands beside numbers as strong as those of hits
KOR beta-arrestin-2: KOR antagonists, beta-arrestin recruitment, cell-based, luminescence, uHTS (AID 1778) | hit rate 0.091% among 290,000 | one-dose inhibition, % at 10 µM; IC50 in µM for titrated hits | KOR beta-arrestin recruitment, luminescence, antagonist mode; higher % means a stronger effect; in the data active means inhibition above about 50%; further: strong numbers were not always called active
MgcRacGAP inhibition: MgcRacGAP GTPase-activating activity inhibitors, confirmation, biochemical, ADP Hunter fluorescence | MgcRacGAP-stimulated Rac1 GTP hydrolysis, ADP Hunter fluorescence; higher % means a stronger effect; GST-tagged Rac1 F28L mutant substrate | inhibition, % at 30 µM, or IC50 in µM where a hit was titrated | hit rate 0.6% among 340,000 | AID 624330;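 active means first-screen hits whose inhibition reached a set limit at any dose in the follow-up dose series; inconclusive means inhibition above the set first-screen limit but never retested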;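 further: fluorescence reports GDP produced by GAP-driven GTP hydrolysis; strong numbers were not always called active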
GPR55 antagonists: GPR55 antagonists blocking LPI-driven arrestin recruitment, primary screen, imaging, U2OS, beta-arrestin-GFP, LPI agonist (AID 2013) | U2OS GPR55 beta-arrestin-GFP translocation imaging, LPI antagonism; higher % means a stronger effect | inhibition, % at 10 µM, or IC50 in µM where a hit was titrated | hit rate 0.13% among 290,000;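 active means spots per cell inhibited over 60%, with over 100 cells counted and total cytoplasm intensity under 500,000; inconclusive means wells with under 100 cells, flagged as likely toxic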;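 further: U2OS cells stably carrying GPR55 and arrestin-GFP stimulated by 5 µM LPI near EC80; imaged beta-arrestin-GFP aggregate spots per cell after agonist stimulation; plate controls were LPI-stimulated DMSO wells for no effect and DMSO wells without LPI for full effect; some results filed as inactive read as strong as hits; confirmed hits need IC50 under 10 µM and bright autofluorescent wells are also inconclusive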
NTR1 ag: NTR1-driven beta-arrestin-GFP spot formation – imaging, U2OS cells, high content, primary screen (AID 493036); hit rate 0.17% among 330,000; agonist mode; P30989; activation, % at 20 µM;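 active means activation at or above 40% of the spot to cytoplasm intensity ratio, with at least 20 cells analyzed; inconclusive means wells under 20 cells, flagged as cytotoxic or low count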;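 further: 0% = DMSO without peptide and 100% = 100 nM NTR1 peptide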
Target sequence (P30989 whole entry, looked up): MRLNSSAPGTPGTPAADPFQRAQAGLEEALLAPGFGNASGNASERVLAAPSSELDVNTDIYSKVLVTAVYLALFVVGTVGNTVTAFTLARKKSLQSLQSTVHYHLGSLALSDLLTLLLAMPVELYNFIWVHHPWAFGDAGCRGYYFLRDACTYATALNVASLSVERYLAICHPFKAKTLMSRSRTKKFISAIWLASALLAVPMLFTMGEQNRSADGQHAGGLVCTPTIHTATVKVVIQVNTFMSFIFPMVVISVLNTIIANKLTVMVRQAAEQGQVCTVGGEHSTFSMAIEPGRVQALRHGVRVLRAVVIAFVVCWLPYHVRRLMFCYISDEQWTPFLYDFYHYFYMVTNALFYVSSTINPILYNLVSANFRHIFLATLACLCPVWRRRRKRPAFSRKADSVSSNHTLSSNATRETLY
NOD1 inhibition: NOD1 signaling inhibitors, primary screen, cell-based, luminescence, uHTS (AID 1578) | NOD1-driven NF-kB luciferase reporter cells, luminescence; higher % means a stronger effect | inhibition, % at 4 µM, or EC50 in µM where a hit was titrated | hit rate 1% among 290,000; in the data active means inhibition mostly above about 36%, no sharp cut-off; inactive means mostly below about 34%;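 further: HEK-293T reporter cells stimulated with the NOD1 agonist gamma-tri-DAP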
UTI89 phage lysis: protection from phage-mediated lysis, alamar blue read-out – E. coli UTI89, K1F phage, bacterial capsule biogenesis inhibitors (AID 488966) | E. coli UTI89 K1F phage lysis, alamar blue, 2 h; higher % means a stronger effect | one-dose inhibition, % at 100 µM; IC50 in µM for titrated hits | hit rate 0.02% among 340,000;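 active means phage lysis inhibition, versus mean bacterial control, above a set limit; inconclusive means no clear call, values can overlap the other calls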;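 further: capsule biogenesis inhibitors block K1F phage lysis so surviving cells raise fluorescence; higher fluorescence means more inhibition of phage lysis; actives were called in the ten point dose series up to 300 µM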
NTR1 ag cell count 20 µM: second read-out of NTR1 ag, no call of its own (marks repeat the call); cell count; measured here: cell count, cytotoxicity flag
* hit, by the source's call; ? = inconclusive; . = no result given; [ ] = another dose, or the depositor's remark. Not all compounds are listed; the hit share may differ from the screen's.

SMILES	GPR55 activation	GPR35 antagonists	KOR beta-arrestin-1	KOR beta-arrestin-2	MgcRacGAP inhibition	GPR55 antagonists	NTR1 ag	NTR1 ag cell count 20 µM	NOD1 inhibition	UTI89 phage lysis
CC1CN(Cc2cc(=O)oc3cc(O)c(Cl)cc23)CC(C)O1 (stereo not given)	-0.1%	3%	3.1%	-45%	10%	2%	0.4	53	-6%	0.0%
Cc1ccc(C(=O)N2CCC(N3CCC(C(=O)N4CCOCC4)CC3)CC2)cc1C	-0.1%	-10%	-3.0%	0%	7%	6%	2.1	58	-21%	0.0%
COc1ccc(/C=C(\NC(=O)c2ccco2)C(=O)Nc2ccc(C(C)=O)cc2)cc1	-0.1%	6%	1.0%	28%	4%	-3%	-0.4	50	-44%	1.5%[50 µM]
Cc1nc2ccccc2c(=O)n1/N=C/c1cccs1	-0.3%	-1%	0.7%	26%	3%	6%	-1.3	30	-42%	0.5%
c1ccc(CNc2ccccn2)cc1	0.1%	6%	2.4%	-15%[20 µM]	-2%	5%	-0.2	63	15%	-0.3%
O=C(CN1CCN(S(=O)(=O)c2ccc(F)cc2)CC1)N1CCOCC1	0.3%	11%	-0.9%	-6%	6%	19%	0.7	54	-18%	-0.1%
COc1cc(C)nc(N(Cc2ccccc2)S(=O)(=O)c2ccc(C)cc2)n1	0.0%	3%	0.6%	39%	2%	8%	4.1	46	2%	-0.1%
O=C(N/N=C/c1cn(-c2ccccc2)nc1-c1cc2ccccc2o1)c1c[nH]c2ccccc12	0.5%	-7%	3.8%	-38%[20 µM]	2%	12%	2.6	54	.	-0.5%
O=C(N/C(=C\c1ccccc1)C(=O)N1CCCCC1)c1ccco1	-0.1%	17%	2.7%	-24%	6%	-12%	0.8	52	-26%	-0.1%
COCCNC(=O)CN(C(=O)CCC(=O)Nc1cc(C)on1)c1ccccc1C	0.3%	-10%	1.6%	11%	7%	-2%	0.0	86	-10%	0.4%
O=C(NCC(=O)N(c1ccc(F)cc1)C(C(=O)NC1CCCC1)c1cccnc1)c1cccs1 (stereo not given)	-0.1%	15%	-7.8%	6%[20 µM]	4%	8%	0.1	48	-37%	0.2%
CCCCNC(=S)N1CCn2cccc2C1c1ccccc1 (stereo not given)	0.6%	-3%	-0.2%	-6%	-7%	0%	1.7	45	-15%	-0.1%
Cc1ccc(-n2cc(CNC(C)Cn3cncn3)c(-c3ccc(F)cc3)n2)cc1 (stereo not given)	0.3%	17%	0.0%	-49%[20 µM]	13%	-8%	-0.6	67	-12%	0.2%
CC(C)NC(=O)CSc1nc(Cc2ccccc2)nc2ccccc12	-0.1%	1%	-0.9%	-10%[20 µM]	0%	-6%	1.0	66	-13%	0.1%
Cc1ccccc1C1NS(=O)(=O)N=C1N (stereo not given)	-0.1%	8%	3.4%	-24%	1%	4%	1.7	74	-4%	-0.3%
COC(=O)C1=C(C)Nc2nnnn2C1c1ccccc1Cl (stereo not given)	-0.3%	-11%	4.1%	-2%	4%	-2%	0.6	55	2%	3.9%[50 µM]
CC12C=CC3(CN(Cc4ccccc4)C(=O)C3C1C(=O)NCc1ccco1)O2 (stereo not given)	-0.1%	14%	0.1%	-3%	-1%	6%	-0.7	47	-11%	-6.5%
Cn1c(C(=O)OC(C(=O)NCC2CCCO2)c2cccnc2)cc2sccc21 (stereo not given)	-0.2%	-6%	-0.9%	-13%	5%	12%	0.8	49	-36%	1.5%
COc1ccccc1Nc1ncc(C(C)=O)c(C)n1	-0.2%	-4%	-1.4%	-20%	9%	-2%	-0.6	33	-27%	0.9%
COc1cccc(N=Nc2c(N)[nH]n3c(=O)c4c(nc23)CCCC4)c1	-0.2%	7%	-9.0%	16%[20 µM]	.	-1%	4.7	33	-10%	.
Cc1ccc(CCN2CC(C(=O)N3CCN(c4ccc(F)cc4)CC3)CC2=O)cc1 (stereo not given)	-0.2%	0%	1.2%	-46%	6%	0%	1.2	87	6%	5.9%
CCOC(=O)c1ccc(S(=O)(=O)N2CCN(S(=O)(=O)CC)CC2)cc1	-0.1%	4%	4.3%	13%	7%	-6%	1.5	45	0%	6.7%
O=C(Nc1ccccc1)C(Cc1ccccc1)NC(=O)C12CC3CC(CC(C3)C1)C2 (stereo not given)	-0.1%	14%	1.6%	-11%	0%	46%	-0.1	50	26%	0.5%
Cc1cc(C)c(NC(=O)C2CCCN2CCOC(=O)c2cccc([N+](=O)[O-])c2)c(C)c1 (stereo not given)	0.0%	11%	2.4%	10%	12%	-1%	0.8	77	-6%	0.1%
C[C@@H]1CCC(=O)N(CC[C@H](N=[N+]=[N-])c2ccccc2)CC1	-0.3%	-5%	2.3%	11%[20 µM]	8%	0%	-0.5	90	-28%	1.6%
CCOC(=O)c1nnsc1Nc1ccc(C)c(C)c1	0.9%	-12%	-1.2%	0%	8%	-6%	1.6	43	-25%	0.0%
COc1ccc2nc(Nc3nc4cc5c(cc4s3)OCCO5)sc2c1	-0.2%	3%	-3.7%	18%	8%	12%	5.1	61	-12%	2.1%
COc1cc(O)c2c(=O)c3c(OC)c(O)ccc3oc2c1	0.2%	-23%	-1.0%	4%	23%	2%	6.4	44	-26%	0.6%
CC(=O)C1=C(O)CC(c2ccccc2)CC1=NCCc1c(C)[nH]c2ccccc12 (stereo not given)	-0.3%	-14%	-1.1%	-4%	1%	4%	3.4	61	40%	11%
CSc1nc2ccc(NC(=O)c3ccc(=O)[nH]c3)cc2s1	-0.2%	8%	-1.6%	-34%	8%	11%	1.7	52	16%	0.0%
Cc1cccc(-n2c(C)cc(/C=N\NC(=O)c3cccs3)c2C)c1	?	-7%	-4.7%	14%	3%	-3%	4.8	70	23%	0.0%
CCCCCCc1c(O)c2ccccc2[nH]c1=O	0.0%	12%	-3.7%	14%	6%	4%	-1.0	86	-23%	-0.5%
O=S(=O)(c1ccc2ccccc2c1)N1CCN(C2CCN(Cc3ccccc3)CC2)CC1	0.0%	6%	0.6%	9%	108µM*	6%	11	87	-12%	0.0%
O=C(CCC1COc2ccccc2O1)NCc1ccco1 (stereo not given)	0.0%	4%	-4.0%	-4%	12%	9%	0.1	67	-13%	0.3%
Cc1cccc(OCC(=O)NCC(=O)N/N=C/c2ccc(O)cc2O)c1	-0.2%	5%	-1.3%	8%	18%	-11%	40*	57*	3%	-0.2%
O=C(Nc1ccc(N2CCOCC2)c(Cl)c1)c1ccc(F)cc1	-0.4%	3%	4.1%	-20%	2%	-2%	-0.9	58	-40%	0.9%
Cc1c(N)cccc1-n1cccc1	0.6%	-17%	6.7%	1%	4%	6%	-1.3	60	-13%	0.3%
CC1CCN(C(=O)CNC(=O)c2cccc(OC(F)F)c2)CC1	0.1%	-13%	0.3%	7%	1%	-6%	-0.5	43	-30%	-0.1%
O=S(=O)(c1ccccc1)N1CCN(C(=S)NCCc2ccccc2)CC1	-0.1%	-8%	1.5%	8%	-7%	7%	1.3	49	-10%	2.3%[50 µM]
CC1CN(C(=S)Nc2cccc(Cl)c2)CC(C)O1 (stereo not given)	-0.2%	4%	-1.6%	-18%	9%	21%	1.1	42	-20%	0.2%
COc1ccc(Cl)cc1NS(=O)(=O)c1cc(Cl)ccc1OC	-0.1%	-10%	5.0%	-11%	6%	10%	3.3	50	-9%	0.3%
Cc1cccc(C(=O)NC(=S)N2CCc3ccccc3C2)c1	0.1%	6%	-1.1%	0%	9%	16%	-0.5	99	-16%	0.4%
Cc1cc2nc(C)c3c(n2n1)CCC3	-0.4%	-10%	0.7%	-7%	-6%	11%	0.5	50	-28%	0.5%
CCOc1ccc(NC(=O)CCN2CCN(c3ccccc3OC)CC2)cc1	0.6%	11%	-1.6%	-17%	16%	21%	1.2	59	-4%	0.1%
CCN(CCCNC(=O)CCCN1C(=O)COc2ccc(C)cc21)c1cccc(C)c1	0.5%	9%	0.0%	-10%	11%	-12%	4.1	60	-20%	1.4%
O=C1CC(=O)N(Cc2ccco2)C(=S)N1	0.0%	39%	-0.1%	.	?	4%	-0.5	62	12%	2.8%
Cc1cc(C)n(C(=O)c2ccc([N+](=O)[O-])cc2Cl)n1	-0.1%	11%	-5.2%	-4%[20 µM]	13%	-2%	0.6	53	13%	0.1%
Cc1occc1-c1nnc(SCC(=O)NC(=O)NC(C)C)n1N	0.0%	10%	-3.3%	0%	6%	0%	0.0	101	-1%	0.4%
CCNc1nc(NC(C)(C)C)nc(SC(C(C)=O)C(C)=O)n1	-0.1%	-5%	-1.1%	-16%	4%	-8%	-1.2	103	-10%	0.0%
c1coc(Cn2c(-c3ccco3)nc3ccccc32)c1	0.1%	-9%	4.5%	-39%	8%	28%	-1.7	34	-23%	0.3%
CC1=NN(C(=S)Nc2ccccc2)C(c2ccccc2)C1 (stereo not given)	0.7%	2%	10%	-23%	10%	3%	7.0	75	-16%	1.8%[50 µM]
O=C1N[C@@H](Cc2ccccc2)[C@@H](c2ccco2)O1	0.0%	8%	6.1%	-12%	13%	1%	-5.9	57	-7%	1.9%
COc1ccc(Cl)c(NC(=O)C/C(C)=N/NC(=O)CCc2ccccc2)c1	-0.2%	-6%	-0.9%	-33%	8%	-6%	2.3	45	18%	0.2%
CN1C(C(=O)Nc2ccc(F)cc2F)=CC(c2cccs2)=NS1(=O)=O	-0.1%	2%	-4.0%	11%[20 µM]	1%	-15%	1.3	74	4%	4.0%
O=C(NNc1nc2c(F)cc(F)cc2s1)C1=COCCO1	-0.6%	0%	0.4%	-23%	-11%	3%	1.2	52	-45%	-1.2%
Fc1ccc(Cn2c(SCc3ccc(F)c(F)c3)nnc2C(F)(F)F)cc1	-0.2%	-5%	1.8%	11%	-2%	7%	7.8	59	-4%	0.0%
